Source: PubChem BioAssay (National Center for Advancing Translational Sciences (NCATS))
IDH1 R132H inh: inhibitors of human mutant IDH1 R132H. Potency, µM (doses to about 76.6 µM), without a hit: at the highest dose activity change, negative = inhibition, usual class: inhibitors. O75874. 0.093% of 390,000 active. IDH1-R132H enzyme, NADPH consumption, diaphorase/resazurin fluorescence; note: potency is the fitted concentration of half-maximal effect; % is set by controls: 0 for no effect and ±100 for the full control effect; nearly all actives have a fitted effect of over 65% in size
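IDH1-R132H (0.5 ug/mL) preincubated 30 min with compound, then NADPH (0.016 mM) and alpha-KG (2 mM) added; 80 min at RT, pH 7.5. Remaining NADPH coupled via diaphorase/resazurin to fluorescence (540/590 nm); concentration-response curves normalized to no-enzyme control.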
PI4K2A inh: blocks human PI4K2A kinase activity; Q9BTU6; purified PI4K2A, ADP-Glo luminescence, 1 h; active compounds read low; activity change, negative = inhibition, % at 76.9 µM; 0.13% of 420,000 active; in the data active = activity change below about -50%; inconclusive = mostly about -30% to -49%;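 note: -100% = wells without enzyme as full effect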
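Compounds are screened against recombinant PI4K2A using PI as substrate and ATP, the latter dispensed at 300 microM. Reactions run one hour at ambient temperature before ADP-Glo detection; full inhibition defined by wells lacking enzyme.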
Vif-APOBEC3G blk: inhibitors of Vif-APOBEC3G interaction; Q9HC16; HeLa A3G-eYFP + Vif (tagged APOBEC3G with the HIV-1 protein that degrades it), YFP fluorescence, overnight; Potency, µM (highest dose often 46.1 µM), inactives show top-dose activity, negative = active, actives largely listed as inhibitors; 0.076% of 410,000 active; AID 602310;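 note: potency is the fitted concentration of half-maximal effect; % is set by controls: 0 for no effect and ±100 for the full control effect; nearly all actives have a fitted effect of over 60% in size; hits raise eYFP signal because A3G escapes Vif-driven loss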
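HeLa cells stably expressing Vif and C-terminally eYFP-tagged A3G, seeded overnight at 37 deg C, then exposed to compound by pintool overnight at 37 deg C. Rise in yellow fluorescence (Ex 488/Em 500-530, Acumen) marks blocked Vif-driven A3G degradation.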
LDHA block: blocks human lactate dehydrogenase A; 0.15% of 480,000 active; activity change, % (values are at about 110 or 230 µM); purified LDHA, NADH/diaphorase-resazurin fluorescence; active compounds read low; AID 1347041; in the data active = activity change below about -30%; inconclusive = mostly about -25% to -30%;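 note: plate controls were DMSO wells for no effect and wells without enzyme for full effect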
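Enzyme activity of human lactate dehydrogenase 5 (2 nM; 0.06 mM NADH, 0.2 mM pyruvate, 5 min, RT) is measured via a resazurin/diaphorase fluorescence readout of residual NADH.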
Vif-APOBEC3F blk: blocks the Vif interaction with APOBEC3F; HeLa A3F-eYFP + Vif (tagged APOBEC3F with the HIV-1 protein that degrades it), YFP fluorescence increase; Potency, µM (top dose mostly 46.1 µM), inactives show top-dose activity, negative = active; 0.2% of 390,000 active; AID 602313; note: potency is the fitted concentration of half-maximal effect; % of control where 0% means no effect; nearly all actives have a fitted effect of over 65% in size
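Fluorescence increase (Ex 488/Em 500-530) after overnight compound treatment at 37 deg C flags inhibition of Vif-driven A3F-eYFP loss in stable HeLa A3F-eYFP/Vif cells seeded overnight beforehand.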
TrxR1 substrate: substrates of rat thioredoxin reductase 1 | purified TrxR1 substrate turnover, NADPH consumption readout | 0.01% of 390,000 active | O89049 | Potency, µM (series often up to 114 µM), for the others: top-dose activity change, negative = substrate turnover | AID 588456; note: potency is the fitted concentration of half-maximal effect; % is set by controls: 0 for no effect and ±100 for the full control effect; nearly all actives have a fitted effect of over 50% in size
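Rat TrxR1, dispensed at 90 nM, was prereduced with 400 uM NADPH (final) for 5 min at ~22 deg C, then incubated with compound 15 min before 400 uM selenite. A first-read NADPH fluorescence drop versus no-compound background flagged substrates.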
RXFP1 agonist: agonists of human relaxin receptor RXFP1 | Q9HBX9 | HEK293T-RXFP1 cAMP TR-FRET, 30 min; response scale: percent of porcine relaxin response, buffer zero | Potency, µM (series often up to 57.5 µM), without a hit: at the highest dose activation, most hits filed as activators | 0.3% of 370,000 active; note: potency is the fitted concentration of half-maximal effect; % is set by controls: 0 for no effect and ±100 for the full control effect; nearly all actives have a fitted effect of over 60% in size; many of its hits are not listed in these tables
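HEK293T cells stably expressing RXFP1 were pretreated with the PDE4 inhibitor Ro 20174, exposed to compounds for 30 min at 37C, lysed, and cAMP was read by TR-FRET. Data normalized to buffer (basal) and 29 nM porcine relaxin (100%).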
USP1-UAF1 inh: USP1/UAF1 (human) deubiquitinase inhibition. O94782. recombinant USP1/UAF1, Ub-Rhodamine cleavage fluorescence. Potency, µM (titrated, usually from 57.1 µM), inactives show at the highest dose activity change, negative = inhibition, actives largely listed as inhibitors. 0.23% of 390,000 active; note: potency is the fitted concentration of half-maximal effect; % is set by controls: 0 for no effect and ±100 for the full control effect; nearly all actives have a fitted effect of over 60% in size; inactives centre near -12
Target sequence (O94782 whole entry, looked up): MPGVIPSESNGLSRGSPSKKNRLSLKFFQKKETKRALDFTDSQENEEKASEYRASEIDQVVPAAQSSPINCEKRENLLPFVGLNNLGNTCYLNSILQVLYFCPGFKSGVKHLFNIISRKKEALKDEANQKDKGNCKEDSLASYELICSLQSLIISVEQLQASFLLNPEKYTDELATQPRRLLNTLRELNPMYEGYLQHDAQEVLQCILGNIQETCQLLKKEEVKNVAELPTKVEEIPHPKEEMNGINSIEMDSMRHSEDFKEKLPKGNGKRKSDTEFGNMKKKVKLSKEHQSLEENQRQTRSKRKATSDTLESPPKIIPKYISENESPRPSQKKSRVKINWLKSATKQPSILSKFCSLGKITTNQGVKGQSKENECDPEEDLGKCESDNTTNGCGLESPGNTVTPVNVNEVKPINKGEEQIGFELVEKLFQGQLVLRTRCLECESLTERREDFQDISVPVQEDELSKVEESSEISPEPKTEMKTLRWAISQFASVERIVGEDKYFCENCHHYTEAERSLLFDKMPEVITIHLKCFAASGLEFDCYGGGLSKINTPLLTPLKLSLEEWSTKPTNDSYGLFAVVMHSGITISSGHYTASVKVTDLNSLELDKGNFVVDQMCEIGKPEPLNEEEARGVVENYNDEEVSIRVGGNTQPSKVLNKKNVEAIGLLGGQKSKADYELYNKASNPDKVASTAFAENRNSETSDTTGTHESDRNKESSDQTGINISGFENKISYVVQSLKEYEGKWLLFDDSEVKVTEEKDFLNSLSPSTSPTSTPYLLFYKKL
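1 nM enzyme complex + cpd, 15 min RT; start with Ub-Rho 150nM final; kinetic fluorescence ex 480/em 540, 6 reads q60 s. Buffer 50mM HEPES pH 7.8, 0.5mM EDTA, 0.1 mg/ml BSA, 1mM TCEP, 0.01% Tween-20.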
GRP78 ERSR act: inducers of ER stress response in human glioma cells; 0.02% of 420,000 active; U87-MG GRP78 promoter luciferase reporter, 16 h; Potency, µM, for inactives: at the top dose activation, hits mostly activators; note: potency is the fitted concentration of half-maximal effect; series mostly up to about 76 µM; % of control where 0% means no effect; nearly all actives have a fitted effect of over 35% in size
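ERSR induction read as luciferase luminescence (Bright-Glo, 10 min at room temperature) in stably transfected human U87-MG glioma cells exposed to compounds for 16 h, using GRP78 as sensor.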
Active calls of the source: *; ? = inconclusive; / = no result given; & = joins results of further samples; [ ] = dose if it differs, or a comment. Unless noted, calls come from the whole dose curve; as a rule, active = well fitted curve in the direction sought with a large enough effect; inconclusive = small, poorly fitted or top-dose-only effect, or another doubt; inactive = no such curve, though single readings can be large; an effect the other way counts as inactive or inconclusive.

Compound,IDH1 R132H inh,PI4K2A inh,Vif-APOBEC3G blk,LDHA block,Vif-APOBEC3F blk,TrxR1 substrate,RXFP1 agonist,USP1-UAF1 inh,GRP78 ERSR act
CCSc1nnc(NC(=O)CCN2C(=O)C3CCCCC3C2=O)s1 (configuration not stated),1%,-2,1%,-5,2%,-3%,-0.7%,-15%,5%
Cc1ccc(C)c(C(C)NC(=S)NC2CCCCC2)c1 (configuration not stated),-4%,4,0%,-3,0%,0%,-0.3%,-22%,-7%
O=C(Cc1cccs1)N1CCCC(c2nc3c(nnn3Cc3ccc(F)cc3)c(=O)[nH]2)C1 (configuration not stated),4%,0,1%,0,-3%,4%,-2.0%,-1%,-5%
COc1ccc(C(=O)N[C@H](C(=O)NCc2ccc(C)cc2)C(C)C)cc1,-6%,2,0%,-5,?,0%,-0.6%,-24%,-1%
CCSc1nnc(NC(=O)c2cc(C)oc2C)s1,8%,-3,-3%,-6,-6%,12%,0.7%,-11%,1%
Cc1ccc(CC(NC(=O)c2ccccc2)C(=O)NC(C)C(=O)O)cc1 (configuration not stated),7%,3,-1%,-6,-11%,11%,-0.4%,-6%,1%
CCn1c(CNC(=O)c2ccccc2Cl)cc2ccccc21,-1%,6,-1%,-10,1%,-2%,14%,-19%,-1%
CCc1nc2c(OCCC3CCCCC3)cccn2c1N(C=O)Cc1ccccc1,/,0,-4%,-7,/,/,/,/,0%

The list goes on (7 carried over from the part before).
Compound,IDH1 R132H inh,PI4K2A inh,Vif-APOBEC3G blk,LDHA block,Vif-APOBEC3F blk,TrxR1 substrate,RXFP1 agonist,USP1-UAF1 inh,GRP78 ERSR act
Cc1ccc(C)c(C(C)NC(=S)NC2CCCCC2)c1 (configuration not stated),-4%,4,0%,-3,0%,0%,-0.3%,-22%,-7%
O=C(Cc1cccs1)N1CCCC(c2nc3c(nnn3Cc3ccc(F)cc3)c(=O)[nH]2)C1 (configuration not stated),4%,0,1%,0,-3%,4%,-2.0%,-1%,-5%
COc1ccc(C(=O)N[C@H](C(=O)NCc2ccc(C)cc2)C(C)C)cc1,-6%,2,0%,-5,?,0%,-0.6%,-24%,-1%
CCSc1nnc(NC(=O)c2cc(C)oc2C)s1,8%,-3,-3%,-6,-6%,12%,0.7%,-11%,1%
Cc1ccc(CC(NC(=O)c2ccccc2)C(=O)NC(C)C(=O)O)cc1 (configuration not stated),7%,3,-1%,-6,-11%,11%,-0.4%,-6%,1%
CCn1c(CNC(=O)c2ccccc2Cl)cc2ccccc21,-1%,6,-1%,-10,1%,-2%,14%,-19%,-1%
CCc1nc2c(OCCC3CCCCC3)cccn2c1N(C=O)Cc1ccccc1,/,0,-4%,-7,/,/,/,/,0%
COc1ccccc1/C=C/c1onc(C)c1S(=O)(=O)N1CCC(C(=O)NC2CCCCCC2)CC1,3%,8,0%,-1,5%,5%[57.1 µM],0.9%,-19%,-2%
O=C(OCC(=O)N1CCN(c2ccccc2)CC1)c1ccc2ncsc2c1,1%,-13,-1%,-2,-14%,-2%,-0.4%,5%,-1%
CCN(CC)c1ccc(/C=N/Nc2nc3ccccc3[nH]2)c(O)c1,5%,-11,-23%,6,/,-16%,-1.1%,-14%,-6%
CCOC(=O)CC12CN3CN(C1)CC(CC(=O)OCC)(C3)C2=O,5%,-1,-3%,-8,-7%,11%,0.3%,?,-4%
CCOc1ccc(C(=O)NNC(=O)CCNC(=O)c2ccc(Br)cc2)cc1OC,4%,3,-1%,-3,1%,0%,-0.9%,-10%,-3%
CN(Cc1cn(Cc2ccccc2)nc1-c1ccc2c(c1)OCO2)Cc1nccn1C,2%,2,8%,-10,1%,-2%,4.8%,-11%,2%
N#Cc1ccc(C(=O)Nc2nc3ccccc3[nH]2)cc1,-4%,-8,2%,-3,-7%,7%,2.5%,-23%,-5%
COc1ccc(CNC(=O)c2cnc(N3CCCC3)nc2C)c(OC)c1,/,1,/,-2,/,2%[57.1 µM],0.5%,-20%,/
Oc1ccc2ccccc2c1CNc1ccccn1,6%,5,-2%,6,-1%,-11%,-0.9%,-15%,-4%
O=C(COc1ccc2c(c1)oc(=O)c1ccccc12)NC(Cc1ccc(Cl)cc1)C(=O)O (configuration not stated),11%,-7,4%,-4,1%,152%[activator],0.0%,-6%,-3%
CCCCNC(=O)c1ccccc1NC(=O)c1ccccc1N(C)S(C)(=O)=O,-2%,-3,-1%,-8,-19%,-9%,0.6%,1%,-3%
Cc1cc(C)n(-c2nc(NCC3CCCO3)c3c4c(sc3n2)COC(C)(C)C4)n1 (configuration not stated),3%,-6,-8%,3,-15%,63%[activator][57.1 µM],1.9%,-6%,2%
C/C(=N\NC(=O)c1ccc(Cl)cc1)c1cccc(NC(=O)c2cccnc2)c1,8%,-1,-7%,-3,2%,-3%[57.1 µM],0.3%,-16%,6%
NC(=O)c1cccc(NC(=O)Nc2ccc(Cl)cc2)c1,4%,-3,1%,0,3%,-3%[57.1 µM],0.8%,-20%,0%
Cc1cc(NC(=O)C(C)Oc2ccc(Cl)cc2Cl)no1 (configuration not stated),0%,-3,-3%,0,6%,-2%,-4.9%,-19%,4%
CCOC(=O)c1c(C)c(C(=O)N2CCN(c3cccc(Cl)c3)CC2)c(C)n1C,7%,-2,0%,3,-13%,0%,5.7%,-9%,-1%
COCc1cc(=O)oc2cc(NC(=O)c3ccc(C(C)(C)C)cc3)ccc12,4%,-4,-12%,0,-12%,86%,5.9%,-13%,-4%
CC(=O)c1ccc(NC(=O)CN2CCOCC2)cc1,-9%,-6,2%,0,-10%,-1%,1.7%,-9%,0%
O=C(OCc1ccccc1F)c1cc([N+](=O)[O-])ccc1N1CCOCC1,-3%,5,-9%,-10,-4%,0%,0.7%,-13%,4%
CCOc1cc(C2C3=C(CC(C)(C)CC3=O)N(C)C3=C2C(=O)CC(C)(C)C3)ccc1O,3%,5,-1%,5,-4%,4%,-8.0%,-28%,-3%
COCc1nc(-c2cc(Br)ccc2OC)no1,0%,3,-1%,-8,-13%,9%[57.1 µM],0.8%,-11%,-2%
COc1ccc(NC(=O)CC#N)cc1OC,9%,-4,2%,1,1%,-7%,-1.3%,-7%,-5%
O=C(Nn1cnnc1)c1cc(-c2cccc(Br)c2)nc2ccccc12,-9%,-1,0%,-3,-2%,-9%,1.2%,-15%,3%
CCOC(=O)c1cnn(-c2ccccc2)c1NC(=O)c1ccccc1C,3%,-2,-1%,1,-2%,7%,3.0%,-18%,-3%
Cc1cc(-n2c(C)cc(C(=O)CSc3[nH]c(=O)cc(C(F)(F)F)c3C#N)c2C)no1,0%,-2,1%,-6,-4%,-2%,2.2%,-5%,-3%
CCC1CCC2(CC1)NNC(=S)NN2,3%,4,-1%,-4,5%,-7%,-3.6%,5%,-13%
Cc1ccc(NC(=O)c2cc(N3C(=O)C=CC3=O)ccc2Cl)cc1C,6%,0,-15%,1,-5%,-2%,-0.7%,-17%,-4%
CCOc1ccc(C(=O)CSc2nc3cc(C(=O)NC4CCCC4)ccc3c(=O)n2CC2CCCO2)cc1 (configuration not stated),7%,0,4%,1,-2%,0%[57.1 µM],-0.3%,-14%,-1%
CCOc1ccc(N(C(=O)c2ccc(S(=O)(=O)N3CCCC3)cc2)C2C=CS(=O)(=O)C2)cc1 (configuration not stated),8%,-4,-1%,-4,-7%,0%,0.1%,-4%,-2%
O=C1CS(=O)(=O)c2ccccc2N1,-1%,9,-1%,-4,-4%,-2%,-1.1%,-13%,2%
O=C(CSc1nnc(NC(=O)C2CC(=O)N(c3ccc(F)cc3)C2)s1)NCC1CCCO1 (configuration not stated),-2%,-4,1%,-6,5%,1%,-0.2%,-2%,1%
CCOC(=O)c1c(C)[nH]c(C(=O)OCC(=O)N2CCCC2=O)c1C,-6%,2,2%,-4,2%,6%,1.0%,-19%,9%
O=C(Cc1ccc(Cl)cc1)N1CCc2ccccc2C1,2%,-1,1%,-1,8%,-3%,/,-18%,10%
CC(OC(=O)CSc1ccccc1)C(=O)NC1CCCCC1C (configuration not stated),-4%,-2,-1%,-2,-2%,4%[57.1 µM],-0.1%,-18%,-4%
COc1ccc(CNC(=O)C2CCN(S(=O)(=O)c3ccc4nc5c(c(C(=O)O)c4c3)CCCC5)CC2)cc1,-14%&7%,0&-5,9%&1%,2&0,-7%&2%,4%[57.1 µM],-1.0%,-18%&-10%,-2%&-3%
N#Cc1c(N)sc(=S)c2c1CCCCC2,5%,?,4%,10,?,-23%[11.4 µM],4.1%,?,-6%
Cn1cccc1Cc1nnc(SCC(=O)Nc2ccc3c(c2)OCO3)n1CCc1ccccc1,-1%,-6,-1%,0,-7%,4%[57.1 µM],8.2%,-10%,-3%

These rows are one share of the data (hit frequency here may not be typical).
